# RXFP1 antagonist: blocks the human relaxin receptor RXFP1. Q9HBX9. HEK293-RXFP1, relaxin-stimulated cAMP HTRF, 30 min; hits give low values. activity change, negative = inhibition, % at 57.5 µM. actives 0.59% (n = 350,000). AID 1259400;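 active means activity change of -60% or lower, but not beyond a set lower limit; inconclusive means change between -60% and -40%, or beyond the set limit; inactive means change above -40%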; further: on the % scale 0 is the no-effect control and ±100 the full control effect
# GRP78 ERSR act: induces the endoplasmic reticulum stress response in human glioma cells; actives 0.02% (n = 420,000); Potency, µM, for inactives: at the top dose activation, usual class: activators; U87-MG GRP78 promoter luciferase reporter, 16 h; further: potency means the concentration at half of the fitted maximal effect; series mostly up to about 76 µM; % of control where 0% means no effect; nearly all actives have a fitted effect of over 35% in size
#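 Stably transfected U87-MG human glioma cells carrying a GRP78-based luminescent sensor were seeded at 1000 cells/well, pin-dosed with compounds and incubated 16 h. Luciferase reagent was then added, and end-point luminescence was read after 10 min at room temperature.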
# RXFP1 agonist: RXFP1 (human) receptor agonism. HEK293T-RXFP1 cAMP TR-FRET, 30 min; response scale: percent of porcine relaxin response, buffer zero. AID 2676. actives 0.3% (n = 370,000). Potency, µM (highest dose often 57.5 µM), for inactives: at the top dose activation, usual class: activators. Q9HBX9; further: potency means the concentration at half of the fitted maximal effect; on the % scale 0 is the no-effect control and ±100 the full control effect; nearly all actives have a fitted effect of over 60% in size; many of its hits are not listed in these tables
#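 HEK293T cells stably expressing RXFP1 were pretreated with the PDE4 inhibitor Ro 20174, exposed to compounds for 30 min at 37C, lysed, and cAMP was read by TR-FRET. Data normalized to buffer (basal) and 29 nM porcine relaxin (100%).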
# D1 agonist: human D1 receptor agonism. actives 1% (n = 360,000). AID 504660. HEK293 T-REx D1 cells, calcium flux, agonist mode. activation, % at 2 µM; in the data active means activation above about 30%; further: 0% is about no effect
# Target sequence (P21728 whole entry, looked up): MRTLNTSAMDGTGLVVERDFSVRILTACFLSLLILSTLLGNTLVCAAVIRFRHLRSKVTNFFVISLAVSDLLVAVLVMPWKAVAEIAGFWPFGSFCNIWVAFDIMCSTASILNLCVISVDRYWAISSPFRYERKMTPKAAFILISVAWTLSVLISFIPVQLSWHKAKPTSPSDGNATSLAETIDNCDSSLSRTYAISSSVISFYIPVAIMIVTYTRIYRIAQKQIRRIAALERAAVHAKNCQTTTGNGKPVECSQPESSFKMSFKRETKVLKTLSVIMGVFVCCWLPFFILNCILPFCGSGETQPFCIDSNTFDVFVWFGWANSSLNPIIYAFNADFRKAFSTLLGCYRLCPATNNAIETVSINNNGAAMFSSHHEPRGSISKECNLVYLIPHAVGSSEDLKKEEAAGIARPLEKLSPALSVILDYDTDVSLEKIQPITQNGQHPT
#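 Agonism was scored from calcium flux recorded over 180 s (1 read/s) after pintool compound addition, following a 10-cycle baseline. Cells were inducible force-coupled HEK293 TREx D1, plated overnight at 30 C and loaded with no-wash calcium dye.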
# Vif-APOBEC3F blk: Vif-A3F binding inhibition; HeLa A3F-eYFP + Vif (tagged APOBEC3F with the HIV-1 protein that degrades it), YFP fluorescence increase; Potency, µM (highest dose often 46.1 µM), without a hit: at the top dose activity, negative = active; actives 0.2% (n = 390,000); AID 602313; further: potency means the concentration at half of the fitted maximal effect; % of control where 0% means no effect; nearly all actives have a fitted effect of over 65% in size
#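 HeLa cells stably expressing Vif plus C-terminally eYFP-tagged A3F were seeded, incubated overnight at 37 deg C, dosed with compound, incubated overnight again at 37 deg C. Yellow fluorescence (Ex 488/Em 500-530) reported blocked Vif-mediated A3F-eYFP degradation.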
# Vif-APOBEC3G blk: Vif-A3G binding inhibition; HeLa A3G-eYFP + Vif (tagged APOBEC3G with the HIV-1 protein that degrades it), YFP fluorescence, overnight; Potency, µM (series often up to 46.1 µM), for the others: at the top dose activity, negative = active, usual class: inhibitors; actives 0.076% (n = 410,000); AID 602310;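 further: potency means the concentration at half of the fitted maximal effect; on the % scale 0 is the no-effect control and ±100 the full control effect; nearly all actives have a fitted effect of over 60% in size; hits raise eYFP signal because A3G escapes Vif-driven loss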
#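 Read-out is eYFP fluorescence (Ex 488/Em 500-530) from Vif-expressing HeLa A3G-eYFP cells; more signal means A3G escaped Vif-mediated degradation. Cells plated overnight, compound pinned in, incubated overnight at 37 deg C.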
# D2 PAM: positive allosteric modulators of human D2 dopamine receptor | AID 485347 | P14416 | actives 0.34% (n = 340,000) | HEK293 T-REx D2, calcium flux, EC20 dopamine potentiation | potentiation, % at 10 µM;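 active means potentiation over 3 SD above the plate norm, cut at about 30% in these data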; further: 0% is about no effect
# Target sequence (P14416 whole entry, looked up): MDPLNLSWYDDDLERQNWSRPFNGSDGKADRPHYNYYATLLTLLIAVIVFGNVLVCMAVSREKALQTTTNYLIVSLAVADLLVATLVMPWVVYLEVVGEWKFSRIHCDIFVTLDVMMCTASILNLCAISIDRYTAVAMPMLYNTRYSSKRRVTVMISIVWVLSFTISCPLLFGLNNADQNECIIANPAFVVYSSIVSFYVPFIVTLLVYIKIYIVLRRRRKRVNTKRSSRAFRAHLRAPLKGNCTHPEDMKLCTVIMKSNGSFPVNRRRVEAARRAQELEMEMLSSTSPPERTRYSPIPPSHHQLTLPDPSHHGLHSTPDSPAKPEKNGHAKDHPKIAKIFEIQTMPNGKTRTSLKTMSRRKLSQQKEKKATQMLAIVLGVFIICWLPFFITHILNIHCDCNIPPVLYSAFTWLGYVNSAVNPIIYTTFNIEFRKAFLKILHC
#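 Calcium flux readout, no-wash dye, 1 read/s. Inducible HEK293 Trex D2 line, overnight 30 C. Compound alone 180 s (agonist flags), then EC20 dopamine, another 180 s to score potentiation.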
# D1 PAM: potentiators of human D1 dopamine receptor; HEK293 TREx D1 cells, calcium flux, dopamine EC20 potentiation; potentiation, % at 10 µM; actives 0.036% (n = 360,000); in the data active means potentiation above about 30%; further: 0% is about no effect
# D1 antagonist: antagonists of human D1 dopamine receptor | HEK293 TREx D1 cells, calcium flux, dopamine EC80; hits give low values | activity change, negative = inhibition, % at 10 µM | actives 3.2% (n = 360,000); in the data active means activity change below about -30%; further: on the % scale 0 is the no-effect control and ±100 the full control effect
#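 Tetracycline-induced HEK293 T-REx cells with force-coupled D1 receptor were loaded with a no-wash calcium dye. Compound was added after a 10 s baseline and read kinetically for 180 s; EC80 dopamine was then added and calcium flux followed another 180 s.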
# * hit, by the source's call; ? = inconclusive; · = no result given. Unless noted, the call rests on the fitted dose curve; in most records, active means well fitted curve in the direction sought with a large enough effect; inconclusive means small, poorly fitted or top-dose-only effect, or another doubt; inactive means no such curve, though single readings can be large; an effect the other way counts as inactive or inconclusive. A portion of the library, so the mix of outcomes need not match the whole.
nr	SMILES	GRP78 ERSR act	Vif-APOBEC3G blk	D1 agonist	D2 PAM	D1 PAM
1	O=C(Nc1cccnc1)C1=NN(C2CCS(=O)(=O)C2)C(=O)CC1 (configuration not stated)	-3%	-5%	1	·	-6
2	CN1C(=O)/C(=C/c2ccc(OCc3ccccc3F)cc2)NC1=S	-2%	3%	6	-2	-6
3	CC(C)c1ccc(S(=O)(=O)Nc2ccc3oc4c(c3c2)C(=O)CC(C)(C)C4)cc1	-3%	5%	5	15	-1
4	COc1cccc(C(=O)N2CCC(c3nc4ccccc4s3)CC2)c1	0%	0%	3	-7	-2
5	Cc1nc([N+](=O)[O-])nn1C12CC3CC(CC(Br)(C3)C1)C2	-3%	-1%	2	-2	2
6	COc1ccccc1NC(=O)CSc1nnc(NC(=O)c2ccco2)s1	-3%	-5%	3	-6	1
7	COC(=O)CNC(=O)CSc1ccccn1	-4%	1%	3	-2	8
8	CCc1nc(NCCCN2CCOCC2)c2oc3ccccc3c2n1	-4%	4%	-2	-6	0
9	CC1CCCC(C)N1C(=O)COC(=O)CCC(=O)c1cccs1 (configuration not stated)	0%	1%	·	·	·
10	CC(=O)Nc1c(O)nc(SCc2ccccc2C#N)[nH]c1=O	-2%	-1%	1	15	-3

nr	RXFP1 antagonist	Vif-APOBEC3F blk	D1 antagonist	RXFP1 agonist
1	8	9%	-23	1.6%
2	8	-11%	5	1.3%
3	·	6%	-19	-1.5%
4	4	0%	-13	0.6%
5	-2	-16%	-11	0.7%
6	-9	-5%	-3	3.5%
7	0	15%	9	1.2%
8	-13	·	-4	1.8%
9	-9	6%	·	·
10	-11	1%	8	0.5%

# (continued)
nr	SMILES	GRP78 ERSR act	Vif-APOBEC3G blk	D1 agonist	D2 PAM	D1 PAM
11	COc1ccc(CC(=S)N2CCOCC2)cc1OC	-4%	1%	1	-5	-7
12	C=CCCC(=O)N1CCCC(Cc2cccc(Cl)c2)(C(=O)OCC)C1 (configuration not stated)	1%	-1%	7	-1	0
13	Cc1ccc(S(=O)(=O)N(C)Cc2nc(-c3ccc(Br)cc3)no2)cc1	1%	1%	16	·	-8
14	Cc1cc(C)nc(SCC(=O)Nc2ccc(S(=O)(=O)Nc3nccs3)cc2)n1	-3%	1%	0	1	-5
15	CCc1cccc(C)c1NC(=O)CN1C(=O)NC(Cc2ccccc2)C1=O (configuration not stated)	-6%	-6%	1	2	-6
16	COc1ccc(S(=O)(=O)Nc2cc(Sc3ncn[nH]3)c(O)c3ccccc23)cc1	-11%	?	2	13	-1
17	COc1ccc(N2CCN(C(=O)c3ccccc3F)CC2)c([N+](=O)[O-])c1	-3%	1%	11	0	4
18	Cc1ccc(NC(=O)CSc2nc(-c3ccccc3Cl)nc3cc(=O)[nH]n23)c(C)c1	-1%	-10%	6	-1	1
19	CCc1cc(C(=O)N/N=C/c2ccc(O)cc2)c2ccccc2n1	-6%	?	-4	5	0
20	Cc1ccc(S(=O)(=O)c2c(N)n(Cc3ccco3)c3nc4ccccc4nc23)cc1	-2%	-10%	14	1	7

nr	RXFP1 antagonist	Vif-APOBEC3F blk	D1 antagonist	RXFP1 agonist
11	1	-3%	5	-0.3%
12	-5	-1%	-1	-1.2%
13	-38	0%	-36*	1.4%
14	-3	-1%	-7	4.8%
15	-2	-29%	9	-1.0%
16	·	·	-6	-1.8%
17	7	-5%	-30	2.6%
18	·	1%	-21	?
19	-7	8%	10	3.0%
20	-33	-4%	6	2.7%

# The closing 2 entries of the part before are carried over, then new ones follow:
nr	SMILES	GRP78 ERSR act	Vif-APOBEC3G blk	D1 agonist	D2 PAM	D1 PAM
19	CCc1cc(C(=O)N/N=C/c2ccc(O)cc2)c2ccccc2n1	-6%	?	-4	5	0
20	Cc1ccc(S(=O)(=O)c2c(N)n(Cc3ccco3)c3nc4ccccc4nc23)cc1	-2%	-10%	14	1	7
21	COCCN(C(=O)COC(=O)/C(=C/c1ccccc1)NC(C)=O)c1c(N)n(Cc2ccccc2)c(=O)[nH]c1=O	-4%	1%	4	-5	-3
22	COc1ccc(NC(=O)[C@@H](NC(=O)c2ccccc2)C(C)C)cc1S(=O)(=O)N1CCCCC1	-6%	-4%	2	-3	-1
23	CCc1cc(C(=O)N2CCCC(CCC(=O)N3CCN(c4ccccn4)CC3)C2)no1 (configuration not stated)	8%	2%	1	15	-7
24	COc1cc(C(=O)N2CCCN(c3nc4cc(C)ccc4cc3C#N)CC2)cc(OC)c1OC	-1%	-1%	1	-5	-6
25	CC1CCCCC1NC(=O)Cn1cccc1C(=O)c1ccccc1 (configuration not stated)	4%	1%	4	35*	-4
26	Cc1ccc(Cl)cc1NC(=O)c1cccc(OC(F)F)c1	-2%	-3%	4	-1	1
27	CCOc1cc(NC(=S)NCCCN2CCOCC2)c(OCC)cc1NC(=O)c1ccc(C)cc1	-2%	-13%	2	18	-3
28	CSc1cc(C)n(-c2ccccc2C)c(=S)c1C(C)=O	7%	1%	0	6	-4
29	CCn1c(COc2c(C)cccc2C)nnc1SCC(=O)N1CCN(c2ccccc2)CC1	-5%	-21%	9	7	-7
30	COc1ccc(C(=O)Cn2c(N3CCOCC3)nc3ccccc32)cc1OC	·	·	6	9	1

nr	RXFP1 antagonist	Vif-APOBEC3F blk	D1 antagonist	RXFP1 agonist
19	-7	8%	10	3.0%
20	-33	-4%	6	2.7%
21	-1	-3%	6	2.1%
22	·	8%	23	-1.0%
23	-11	3%	-5	4.5%
24	8	-14%	-7	0.7%
25	6	1%	1	1.6%
26	-4	8%	-1	1.8%
27	2	-8%	-15	-2.5%
28	-1	-15%	-2	1.3%
29	-24	·	-3	0.6%
30	·	·	2	0.1%

# Compounds above containing fluorine (3):
nr	SMILES	GRP78 ERSR act	Vif-APOBEC3G blk	D1 agonist	D2 PAM	D1 PAM
2	CN1C(=O)/C(=C/c2ccc(OCc3ccccc3F)cc2)NC1=S	-2%	3%	6	-2	-6
17	COc1ccc(N2CCN(C(=O)c3ccccc3F)CC2)c([N+](=O)[O-])c1	-3%	1%	11	0	4
26	Cc1ccc(Cl)cc1NC(=O)c1cccc(OC(F)F)c1	-2%	-3%	4	-1	1

nr	RXFP1 antagonist	Vif-APOBEC3F blk	D1 antagonist	RXFP1 agonist
2	8	-11%	5	1.3%
17	7	-5%	-30	2.6%
26	-4	8%	-1	1.8%

# Next records follow:
nr	SMILES	GRP78 ERSR act	Vif-APOBEC3G blk	D1 agonist	D2 PAM	D1 PAM
31	CC1CN(C(=O)N2CCC(C(=O)NCc3ccco3)CC2)c2cc(Cl)ccc2O1 (configuration not stated)	-4%	7%	7	-14	-2
32	Cc1c(NC(=O)N(C)C)c(=O)n(-c2ccccc2)n1C	-3%	2%	-3	22	-9
33	CCOC(=O)c1nnc2c(-c3ccc(Cl)cc3)c(C)nn2c1N	-2%	2%	1	16	-1
34	O=C1CC(c2cccs2)c2cc3c(cc2N1)OCCO3 (configuration not stated)	1%	?	0	-5	-7
35	C/C(=N\NC(=O)CN1CCN(Cc2ccccc2)CC1)c1ccncc1	3%	0%	1	·	-6
36	CCOc1ccc(S(=O)(=O)N2CCOCC2)cc1NC(=O)CN1C(=O)NC(C)(c2ccccc2)C1=O (configuration not stated)	-3%	-5%	1	-10	-9
37	CCC(C)(C)n1nnnc1C(c1ccc(C)cc1)N1CCSCC1 (configuration not stated)	-2%	3%	1	-2	0
38	Cc1cc(C)nc(N2CCCC(C(=O)NCc3ccccc3F)C2)n1 (configuration not stated)	-2%	2%	0	1	-3
39	CCOC(=O)Cc1csc(SC(C)C(=O)Nc2ccc(NC(C)=O)cc2)n1 (configuration not stated)	-7%	0%	3	-7	0
40	COc1ccc(NC(=O)C2CCCN(S(=O)(=O)c3ccc4c(c3)CCCN4C(C)=O)C2)cc1Cl (configuration not stated)	-1%	7%	1	6	-1

nr	RXFP1 antagonist	Vif-APOBEC3F blk	D1 antagonist	RXFP1 agonist
31	-11	-6%	7	0.3%
32	-23	-19%	0	0.6%
33	·	-2%	-6	1.1%
34	6	-9%	-12	1.2%
35	-11	0%	-8	1.8%
36	-10	-2%	0	3.7%
37	-5	-13%	5	-1.6%
38	-5	1%	4	5.7%
39	3	1%	4	-0.8%
40	5	-6%	-9	0.3%

# (listing goes on)
nr	SMILES	GRP78 ERSR act	Vif-APOBEC3G blk	D1 agonist	D2 PAM	D1 PAM
41	Cc1nn(-c2ccccc2)c(Cl)c1C(=O)NCCCCNC(=O)c1c(C)nn(-c2ccccc2)c1Cl	11%	-1%	-2	-8	-2
42	CC(CNC(=O)CC(C)(C)C)NC(=O)CC(C)(C)C (configuration not stated)	-4%	-1%	5	27	1
43	CCCCCc1nnc(NC(=O)Cc2ccc([N+](=O)[O-])cc2)s1	-5%	-6%	2	18	4
44	COc1ccccc1CNS(=O)(=O)c1c(C)cc(C)cc1C	-3%	-2%	·	·	·
45	Cc1ccc2[nH]c(O)c(N=Nc3ccccc3C)c2c1	-2%	1%	14	2	-4
46	O=C(COc1nc2ccccc2nc1N1CCOCC1)NC1CCCCC1	-2%	0%	-1	9	4
47	CC1CC(C)CN(C(=O)COC(=O)COc2ccccc2C#N)C1 (configuration not stated)	6%	-2%	1	13	-8
48	COC(=O)Cc1c(C)c2ccc(O)c(CN3CCCC(C)C3)c2oc1=O (configuration not stated)	-3%	1%	0	-14	-4
49	Cc1ccccc1OCCCCn1c(C2CC(=O)N(c3ccccc3Cl)C2)nc2ccccc21 (configuration not stated)	-2%	-1%	32*	6	-4

nr	RXFP1 antagonist	Vif-APOBEC3F blk	D1 antagonist	RXFP1 agonist
41	3	-7%	-10	4.6%
42	-7	·	-9	0.2%
43	-7	-2%	5	2.1%
44	-1	-2%	·	·
45	-33	?	11	-2.2%
46	-6	0%	-14	0.1%
47	2	-21%	9	1.2%
48	5	4%	3	13%
49	-3	-2%	-10	-0.3%
